# MEKK2wt PB1 HTS – modulators of MEK5 binding to wildtype MEKK2, primary screen, biochemical, multiplex bead flow cytometry, Alexa488-MEK5 | Mitogen-activated protein kinase kinase kinase 2 (Homo sapiens), Q9Y2U5 | Alexa488-MEK5 binding to MEKK2 WT; actives lie on both sides | binding response (% of control), % at 10 µM | actives 1.1% (n = 290,000) | AID 1531, 2009; in the data active = binding response below about 67% or above about 130%
# MEKK2 mut-MEK5 – MEK5 binding signal on mutant MEKK2 PB1, primary screen, biochemical, multiplex bead flow cytometry, Alexa488-MEK5 | actives 0.35% (n = 290,000) | percent response, % at 10 µM | Alexa488-MEK5 binding to MEKK2 mutant | AID 1530, 2009; in the data active = percent response above about 24%, passing the limit was not always enough; also: inactives centre near 1; some results filed as inactive read as strong as hits; reference of the scale not given here
# M18AAP inhibitor – PfM18AAP inhibitors, malaria aminopeptidase, primary screen, biochemical, QFRET, recombinant enzyme; inhibition, % at 7.35 µM; actives 1.2% (n = 290,000); H-Glu-NHMec fluorogenic cleavage; M18 aspartyl aminopeptidase (Plasmodium falciparum 3D7);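 active = inhibition above the campaign mean inhibition over all tested compounds plus 3 SD, cut at about 28% in these data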;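 also: 0% = plate median of test compound wells and 100% = 2 mM ZnCl2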
# MEKK3 PB1 HTS – modulators of MEKK3-MEK5 PB1 binding, primary screen, biochemical, wildtype MEKK3, multiplex bead flow cytometry, Alexa488-MEK5. Mitogen-activated protein kinase kinase kinase 3 (Homo sapiens), Q99759. bead-based flow cytometry, Alexa488-MEK5 binding to MEKK3; actives lie on both sides; 0 = blocked by unlabeled MEK5, 100 = vehicle. binding response (% of control), % at 10 µM. actives 1.4% (n = 290,000). AID 1529, 2009;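 active = binding response more than 3 SD above or below the average of its plate-row segment, actives on both sides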;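 also: Alexa488 bead fluorescence after subtracting the streptavidin-only scavenger bead signal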
# NALP1 yeast inh – NALP1 inflammasome inhibitors in reconstituted yeast, colorimetric, S. cerevisiae, triplicate retest | S. cerevisiae NALP1/ASC/caspase-1 growth, X-gal OD620, 72 h | inhibition, % at 10 µM | actives 0.61% (n = 280,000); in the data active = inhibition mostly above about 24%, no sharp cut-off; inactive = mostly below about 32%; also: some compounds called inactive have numbers as strong as hits
# IDE act – human IDE activators in live cells, primary screen, fluorescence polarization, HEK cells, FAbeta-B substrate; Insulin-degrading enzyme (Homo sapiens), P14735; FAbeta-B cleavage; 0% vehicle, 100% cell-free pure enzyme wells; activation, % at 5.96 µM; actives 0.073% (n = 340,000);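 active = activation above the mean of all tested compounds plus 3 SD, set per screening campaign, cut at about 17% in these data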
# Target sequence (P14735 whole entry, looked up): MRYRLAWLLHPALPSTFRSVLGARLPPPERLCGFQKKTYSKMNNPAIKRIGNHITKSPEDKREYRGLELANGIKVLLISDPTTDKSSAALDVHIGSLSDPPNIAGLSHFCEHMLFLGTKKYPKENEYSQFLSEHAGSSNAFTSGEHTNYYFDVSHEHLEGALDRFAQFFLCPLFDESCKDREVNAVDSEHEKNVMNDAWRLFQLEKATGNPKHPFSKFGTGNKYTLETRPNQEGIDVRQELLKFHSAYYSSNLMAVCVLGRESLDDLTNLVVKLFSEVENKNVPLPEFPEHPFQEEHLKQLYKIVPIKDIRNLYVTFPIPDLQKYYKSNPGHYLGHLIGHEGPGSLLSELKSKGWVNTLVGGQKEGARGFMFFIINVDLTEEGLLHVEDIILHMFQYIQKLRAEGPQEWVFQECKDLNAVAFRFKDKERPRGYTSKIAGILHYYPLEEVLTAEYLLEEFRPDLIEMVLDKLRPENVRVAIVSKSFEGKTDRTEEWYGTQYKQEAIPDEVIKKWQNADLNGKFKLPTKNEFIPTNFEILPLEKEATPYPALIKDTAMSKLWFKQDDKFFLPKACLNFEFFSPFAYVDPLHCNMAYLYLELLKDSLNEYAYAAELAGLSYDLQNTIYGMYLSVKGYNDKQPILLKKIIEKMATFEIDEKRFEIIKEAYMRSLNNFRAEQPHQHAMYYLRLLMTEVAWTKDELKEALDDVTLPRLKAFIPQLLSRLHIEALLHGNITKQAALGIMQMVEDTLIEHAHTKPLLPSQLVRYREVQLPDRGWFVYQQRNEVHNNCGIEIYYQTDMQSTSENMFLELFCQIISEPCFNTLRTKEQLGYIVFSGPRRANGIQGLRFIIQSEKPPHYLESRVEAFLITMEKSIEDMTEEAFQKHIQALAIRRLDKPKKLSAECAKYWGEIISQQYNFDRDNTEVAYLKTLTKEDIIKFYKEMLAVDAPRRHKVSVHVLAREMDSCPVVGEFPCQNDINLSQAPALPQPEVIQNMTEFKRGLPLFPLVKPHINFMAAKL
# IDE cell inh – human IDE inhibitors in live cells, primary screen, fluorescence polarization, HEK cells, FAbetaB substrate; FAbetaB cleavage; inhibition, % at 5.59 µM; actives 0.41% (n = 320,000);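 active = percent inhibition above the average of all tested compounds plus 3 SD, set per screening campaign, cut at about 16% in these data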;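 also: IDE supplied by intact live HEK cells; FP after avidin binding of uncleaved biotin substrate so inhibition keeps polarization high; 0% = DMSO wells and 100% = 60 µM reference IDE inhibitor Ii1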
# p-CIP stab down – p/CIP-EGFP fusion destabilizers, primary screen, fluorescence, F442A cells; Q05BA5; 16 h; decrease of EGFP signal, % at 10 µM; actives 0.01% (n = 290,000);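 active = EGFP signal decrease of at least 30% at 10 µM or well 3 SD below plate mean, unless failing retest; inactive = the rest, including hits failing retest or dose response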; also: some compounds called inactive have numbers as strong as hits; many of its hits are not listed in these tables
# UBC9 SUMO inh – inhibitors of in vitro SUMOylation cascade, primary screen, biochemical, HTRF, uHTS | HTRF SUMOylation assay, SAE1/SAE2 + UBC9 | inhibition, % at 35 µM | actives 0.36% (n = 290,000) | AID 2006, 2009; in the data active = inhibition above about 50%, passing the limit was not always enough; also: strong numbers were not always called active
# * hit, by the source's call; . = no result given. Some of the compounds tested; rates above refer to the full screens.
SMILES,MEKK2wt PB1 HTS,MEKK2 mut-MEK5,M18AAP inhibitor,MEKK3 PB1 HTS,NALP1 yeast inh,IDE act,IDE cell inh,p-CIP stab down,UBC9 SUMO inh
COC(=O)C(C)Sc1nc2c(c(=O)n(C)c(=O)n2C)n1Cc1cccc(C)c1 (stereo not given),93,-6,-4,90,2,-5,.,6,3
O=C(c1ccco1)N1N=C2CCCCCC2C1(O)C(F)(F)F (stereo not given),83,-11,0,96,18,7,-1,0,-8
CS(=O)(=O)N1N=C(c2cccs2)CC1c1ccc(Cl)o1 (stereo not given),79,-13,3,93,8,-1,8,-6,17
Cc1ccc(NC(=S)NNC(=O)Cn2nc(C(F)F)cc2C(F)F)cc1,101,-1,24,93,19,-3,-2,-9,-3
Cc1c(CCO)c(=O)n(C)n1C(=O)c1ccc(F)cc1,99,-4,1,98,-9,2,3,-13,19
CCC(C)N1C(=O)S/C(=C/c2ccc(N3CCOCC3)cc2C)C1=O (stereo not given),95,-1,2,98,35,-2,4,-2,-14
COc1ccc(CN2C(=O)c3ccccc3C2C(=O)NC2CCCC2)c(OC)c1 (stereo not given),97,-2,-2,98,20,4,2,14,-7
C[C@H](NC(=O)OC(C)(C)C)C(=O)N/N=C/c1cccc2nccnc12,97,-8,-8,95,30,9,3,-4,23
COc1ccc2[nH]c3c(NCCC4=CCCCC4)ncnc3c2c1,124,0,1,75,2,-25,.,-6,-34
COC(=O)c1cccc(NC(=O)Nc2ccccc2OC)c1,99,0,-3,101,1,-1,-1,-17,9
O=[N+]([O-])c1cccc(S(=O)(=O)N/N=C/c2ccc(O)cc2)c1,98,0,8,100,-8,4,-1,14,15
CCOC(=O)CSc1nnc(CNC(=O)c2ccc(OC)cc2OC)n1-c1ccc(OC)cc1,102,-1,12,95,12,-8,2,-2,13
CCOc1c(Br)cc(/C=C2\N=C(C)OC2=O)cc1Br,106,6,-2,105,19,1,.,-7,10
CCC1CCCCN1C(=O)COc1ccc(N(C)S(=O)(=O)c2ccc(C)cc2)cc1 (stereo not given),109,4,-7,103,14,4,-5,1,8
Cc1cc(-c2ccccc2)nc(N(C)NC(=O)c2ccc(Cl)cc2)c1S(C)(=O)=O,109,9,21,110,3,-4,-3,18,8
O=C(OC(C(=O)NC1CCCC1)c1cccnc1)C1=Cc2ccccc2OC1 (stereo not given),102,0,1,100,6,4,6,-10,17
Cc1nc(Cl)sc1C(=O)Nc1cc(F)cc(F)c1,110,2,-7,103,6,3,-2,-8,12
O=C(NCc1ccco1)c1c(O)c2cccc3c2n(c1=O)CCC3,101,4,6,102,-3,1,2,-8,8
Cc1nn(-c2ccccc2)c(Cl)c1C(=O)NCC(C)C,110,11,3,111,11,4,11,-4,12
COc1ccc(OC)c(C(C[N+](=O)[O-])c2c(C)cc3ccccn23)c1 (stereo not given),98,-4,23,102,27,0,-5,2,23
COc1ccc(OC)c(N2Cc3ccccc3C2)c1,91,-2,-2,87,-70,2,2,4,6
COc1ccc(C2SCCN2C(=S)Nc2cccc(C(F)(F)F)c2)cc1 (stereo not given),101,0,-1,126,25,-1,-2,0,-23
Cc1c(CC(=O)NCC(=O)O)c(=O)oc2cc3c(cc12)CCC(C)(C)O3,98,-1,-2,99,3,-4,4,-3,6
COc1ccccc1CNC(=O)CS(=O)(=O)c1ccc(C)cc1,110,8,3,103,4,3,-3,-6,14
COc1cc2c(c(OC)c1OC)CCc1cnoc1-2,101,4,-3,106,1,2,6,-9,30
CC(C)(C)OC(=O)NCCCCCc1nnc(SCc2cccc(F)c2)o1,100,-3,2,102,-13,-1,5,-10,2
CCc1cccc2[nH]c3cc([N+](=O)[O-])ccc3c12,86,-11,-2,90,11,1,3,5,7
COCC(=O)Nc1nc2n(n1)C(c1ccc(OC)cc1)CC(c1ccc(OC)cc1)N2 (stereo not given),96,-1,-17,100,5,2,.,-21,20
C/C(=N\NC(=O)C(NC(=O)c1ccccc1)C(C)C)c1ccccc1 (stereo not given),104,7,1,105,24,4,-6,4,-6
CCOC(=O)Cn1cnc2c(C#N)c3n(c2c1=O)CCCCC3,114,11,-2,111,-14,4,2,-7,10
Cc1ccc(Nc2ncnc3sccc23)c(C)c1,100,-1,-2,100,15,0,1,-12,-5
CS(=O)(=O)N1CCN(C(=O)NC2CCCCC2)CC1,92,-5,1,88,18,-2,4,-11,9
CS(=O)(=O)N1CCN(C(=O)Cc2ccccc2Cl)CC1,106,6,0,105,-1,3,0,-9,15
CSc1sc(-c2n[nH]c(=S)n2C)c2c1C=CCC2,96,-4,2,97,.,-7,11,10,30
CC1CCc2c(sc3nc(SCC(=O)O)n(-c4ccccc4)c(=O)c23)C1 (stereo not given),84,-12,3,70,25,5,-4,0,21
Cc1ccc(NC(=O)CN(C)CC(=O)Nc2ccccc2-c2ccccc2)cc1,111,0,1,112,27,2,12,13,-14
c1c(CC2CCCC2)nnn1C[C@H]1CC[C@@H]([C@@H]2CC[C@H](Cn3cc(CC4CCCC4)nn3)O2)O1,105,9,4,104,-9,-3,2,-14,15
CC(=O)c1cccc(NC(=O)COC(=O)COc2c(Cl)cc(Cl)c3ccc(C)nc23)c1,100,0,-2,106,-12,8,4,1,-9
O=C(CSc1nccc(=O)[nH]1)NCc1ccc(Cl)cc1,106,4,3,106,4,4,1,4,17
COc1ccccc1OCC(O)CN1CCN(C(=O)c2ccccc2)CC1 (stereo not given),110,4,1,105,-2,-3,2,-3,-5
COc1ccc(-c2c(-c3ccc(OC)c(C)c3O)n[nH]c2C)cc1,104,-1,0,96,16,4,3,-13,-13
COc1ccc2[nH]c(CN3CCN(C(C)C)C(CCO)C3)c(C)c2c1 (stereo not given),101,-5,-5,97,-19,6,1,-13,6
CC(=O)c1ccc(N2CCN(CC(=O)Nc3cc(C)on3)CC2)cc1,99,-1,-11,100,-25,5,0,-3,4
C/C(=N\OCc1nc2ccccc2c(=O)n1/N=C/c1cc([N+](=O)[O-])ccc1O)c1ccccc1,103,2,7,109,.,3,-5,-3,.
O=C(Cc1ccccc1)N/N=C/c1ccccc1OCc1ccc(Cl)cc1,103,0,2,103,-6,2,3,3,-27
CCOc1ccccc1NC(=S)N1CCC(NC(=O)C(C)(C)C)CC1,99,-9,-1,107,-2,4,0,-4,-9
CN1CCC(N2CCN(c3cccc(C(F)(F)F)c3)CC2)CC1,105,2,-12,99,8,0,-1,-14,11
COc1ccc(-n2c(SCC(=O)Nc3ncc(Cl)cc3Cl)nc3ccccc32)cc1,88,-7,5,100,8,.,1,-13,16
O=C(CSc1nc2ccccc2o1)N1CCOCC1,99,-6,-5,98,18,1,1,-7,12
CCCCOCCCNS(=O)(=O)c1ccccc1,107,5,4,109,-10,6,-3,-6,27
O=C(CCc1ccccc1)C(=O)N1CCCC(C(=O)c2cccc(Cl)c2)C1 (stereo not given),97,-5,-4,105,-1,4,-5,3,-16
COc1ccc2c(c1)/C(=N/N1C(=O)c3ccccc3C1=O)C(=O)N2,94,-2,6,97,-1,.,2,3,3
Cc1cc(C)n(-c2nnc(C)c(=O)[nH]2)n1,102,4,-8,101,-5,1,9,3,-12
O=C1OC(/C=C/c2ccccc2)=NC/1=C/C=C/c1ccccc1,92,-2,2,92,0,2,2,4,2
O=C(O)C1CSC(c2ccccc2)N1C(=O)c1ccco1 (stereo not given),94,0,-6,94,10,6,2,-2,6
Cc1ccc(OC(=O)c2cc(=O)c3ccccc3o2)cc1,99,-1,1,114,31,4,-2,-1,13
CCOC(=O)Cc1csc(NC(=O)COc2ccc3c(c2)CCC3)n1,104,9,0,103,4,0,8,12,-8
Cc1ccc(NC(=O)CN2C(=O)N/C(=C/c3ccco3)C2=O)cc1,.,.,2,.,22,-1,1,-11,34
O=c1cc(-c2ccc(Cl)cc2)oc(=O)[nH]1,102,3,-15,106,23,2,5,-6,18
O=C(O)CCc1ccc(-c2ccc(Cl)cc2)n1CC(=O)O,81,-13,4,77,6,7,1,-16,7

# Taken from above.
# In MEKK2wt PB1 HTS, `COc1ccc(C2SCCN2C(=S)Nc2cccc(C(F)(F)F)c2)cc1` (stereo not given) is listed with 101
# In IDE cell inh, `COc1ccc(OC)c(N2Cc3ccccc3C2)c1` is listed with 2

# Other records follow:
SMILES,MEKK2wt PB1 HTS,MEKK2 mut-MEK5,M18AAP inhibitor,MEKK3 PB1 HTS,NALP1 yeast inh,IDE act,IDE cell inh,p-CIP stab down,UBC9 SUMO inh
Cc1c(O)ccc(/C(Cc2ccc3ccccc3n2)=N\N)c1O,92,0,20,105,14,4,-10,-6,14
CCOc1cc(C(=O)NCCC(=O)N2CCC3(CC2)NCCc2[nH]cnc23)cc(OCC)c1OCC,104,1,4,102,12,1,0,4,-1
OCCNCc1cccc(OCc2ccc(Cl)cc2)c1,112,6,3,105,2,2,8,6,-6
COc1ccc(NC(=O)C2CCN(S(=O)(=O)c3ccc4c(c3)NC(=O)CO4)CC2)cc1,98,0,-2,99,7,2,2,4,1
CN(C)CCOc1cc(Cl)cc(Cl)c1,103,-10,3,96,-1,-1,3,-3,-2
Cn1cc(Cl)c(C(=O)Nc2nc3ccc(Cl)cc3s2)n1,100,2,1,102,26,4,-3,-17,15
COc1cc2c(cc1OC)C(c1ccccc1)NCC2 (stereo not given),98,-1,4,96,7,6,1,0,3
COc1ccccc1N(CC(=O)NCCSc1ccccn1)S(=O)(=O)c1ccccc1,101,0,2,101,10,3,6,9,-4
CSc1nc2c(c(=O)[nH]c(=O)n2C)n1Cc1ccc(Cl)cc1,100,0,24,98,7,2,-2,0,5
CCOC(=O)c1ccc(NC(=O)c2cn(CCC#N)nc2-c2ccc3c(c2)OCCO3)cc1,117,11,-6,104,27,5,3,5,-18
CC12CCC(C/C1=N/NC(=O)COc1ccccc1Cl)C2(C)C (stereo not given),75,-13,-12,87,14,7,-3,2,-25
Cc1cccn2c(=O)c(/C=N/O)c(Nc3ccccc3F)nc12,86,-26,-1,86,.,4,-2,4,47
Nc1ccccc1C(=O)N=Nc1[nH]c(N)c2ccccc12,102,-2,17,104,28,-3,3,-1,11
O=c1c(-c2ccccc2)coc2c(CN3CCCCC3)c(O)ccc12,97,0,-1,96,21,2,0,-2,36
Cc1cc(Nc2ccccc2C(=O)O)n(-c2ccc([N+](=O)[O-])cc2)n1,96,0,-3,99,0,4,1,0,25
CCOC(=O)Cc1nnc2c(Nc3ccccc3F)nc3nonc3n12,100,1,4,102,-22,-3,5,-12,-4
COc1cc(CN2CC(=O)N(c3ccccc3Cl)C2=S)cc(OC)c1OC,102,3,4,104,6,-1,6,-5,-16
CCOc1cccc2cc(C(=O)Oc3ccc(OC)cc3)c(=O)oc12,107,7,5,103,8,2,5,-3,14
COc1cccc(NC(=O)CSc2nnnn2C(C)C)c1,.,.,-6,.,.,-2,8,5,4

# Quoted at random: two compounds from above.
SMILES,MEKK2wt PB1 HTS,MEKK2 mut-MEK5,M18AAP inhibitor,MEKK3 PB1 HTS,NALP1 yeast inh,IDE act,IDE cell inh,p-CIP stab down,UBC9 SUMO inh
COc1cc(CN2CC(=O)N(c3ccccc3Cl)C2=S)cc(OC)c1OC,102,3,4,104,6,-1,6,-5,-16
Cc1cc(Nc2ccccc2C(=O)O)n(-c2ccc([N+](=O)[O-])cc2)n1,96,0,-3,99,0,4,1,0,25

# High-throughput results deposited in PubChem BioAssay by several laboratories.
